# Compound activity as filed in PubChem BioAssay.
# NCI-60 one-dose screen, 48 h, at 10 µM unless noted. Numbers give growth in % (100 = growth as untreated, 0 = no growth, -100 = all killed).
# EKVX – EKVX NSCLC; 3% of 71,000 active; AID 1794765
# UACC-257 – UACC-257 melanoma; 4.4% of 78,000 active; AID 1794764
# SK-MEL-5 – SK-MEL-5 melanoma | 6.4% of 80,000 active
# SK-MEL-28 – SK-MEL-28 melanoma | 4.1% of 81,000 active | AID 1794761
# A549/ATCC – A549/ATCC NSCLC | 3.7% of 81,000 active
# M14 – M14 melanoma | 6.2% of 80,000 active | AID 1794745
# HOP-92 – HOP-92 NSCLC cells. 6.3% of 71,000 active. AID 1794738
# UACC-62 – UACC-62 melanoma. 5.4% of 81,000 active. AID 1794756
# * marks the source's active call; other numbers are inactive results; / = not tested or not shown; & = joins results of further samples. The calls were made as follows: active = growth percent below 10; inactive = the rest. Not a hit list. About 9.8% of those tested had a hit in this group.
# Fields: EKVX, UACC-257, SK-MEL-5, SK-MEL-28, A549/ATCC, M14, HOP-92, UACC-62
O=C(Nc1ccc(-n2cc(-c3ccncc3)c(-c3ccc(Cl)c(O)c3)n2)cc1)c1ccc(Cl)c(Cl)c1
  62, 59, -99*, -7.6*, 44, -66*, /, 11
Cn1nc(C(=O)Cl)c(=O)[nH]c1=O
  132, 106, 117, 108, 108, 107, 87, 105
O=C1c2ccccc2C(=O)c2cc(N3CCCCC3)ccc21
  50, 80, 70, 101, 86, 82, 35, 65
COc1ccc(/C=C/C(=O)c2ccc(OC)c(S(N)(=O)=O)c2)cc1
  92, 86, 95, 101, 74, 84, 58, 72
CCOC(=O)Nc1c(C)cc(C)cc1C
  /, 89, 103, 106, 96, 103, /, 116
O=C(Cn1nncc1CN1C(=O)CSC1=O)Nc1ccccc1F
  95, 100, 99, /, 100, 105, 117, 99
CCCCCCCCn1ccc2cc(NC(=O)CN3CCN(c4nc(C)cc(N5CCOCC5)n4)CC3)ccc21
  85, 108, 93, 98, 77, 83, 55, 85
O=C(N/N=C/c1ccc(Cl)cc1)c1ccc(Br)o1
  94, 84, 99, 109, 123, 109, 97, 105
Cc1ccc(S(=O)(=O)Nc2ccc(-c3cc(-c4cccc(C)c4)c(C#N)c(=O)[nH]3)cc2)cc1
  80, 85, 69, 95, 60, 79, 71, 53
COc1ccc(-c2nc(SC(C)C)nc(NC3CC3)c2C#N)cc1
  98, 107, 98, 113, 85, 128, 68, 82
O=C(Cn1nnc2ccccc21)Nc1ccc(-c2nc3ccccc3s2)cc1
  78, 95, 74, 102, 94, 91, 73, 97
O=C1NC(=O)N2CCSC2(Cc2ccccc2)N1 (stereo not drawn)
  111, 98, 110, 105, 100, 104, 85, 96
Fc1ccc2nncc(SCc3ccccc3Cl)c2c1
  106, 104, 100, 111, 94, 108, /, 100
COc1ccc([C@@H]2c3[nH]c4ccccc4c3C[C@@H]3C(=O)N(C4CCN(CC5CCCCC5)CC4)CC(=O)N23)c(OC)c1
  83, 103, 83, 103, 84, /, 35, 91
CC1(C=O)NC(=O)NC1=O (stereo not drawn)
  100, /, 102, 112, 56, 103, 96, 99
CC(C)CCN(CCC(C)C)CC(=O)Nc1ccc(S(=O)(=O)c2ccc(NC(=O)CN(CCC(C)C)CCC(C)C)cc2)cc1
  83, 56, 47, 73, 54, 32, 75, 30
S=c1[nH]c2cc(Cl)ccc2s1
  102, 108, 96, 110, 108, 108, 68, 88
CN(C)c1ccc(/C=C\C2=[N+](C)c3ccccc3C2(C)C)cc1
  8.8*, /, 3.4*, 37, 2.5*, 18, -16*, 16
COc1ccc(C/C(C)=C(\c2ccc(OCCCN(C)C)cc2)c2ccc(OC(=O)c3ccccc3)cc2)cc1
  99, 96, 93, 104, 80, 85, 65, 98
COc1cc(Nc2nc3ccccc3cc2C(=O)N2CCN(c3ncccn3)CC2)cc(OC)c1OC
  /, 104, 89, 108, 89, 102, 63, 98
COc1ccc(CNc2cccc3[nH]c(C(F)(F)F)nc23)cc1OC
  /, 95, 95, 114, 87, /, 57, 91
CNc1ccc(N=O)cc1
  107, 91, 103, 121, 95, 107, 84, 106
Clc1ccc(-c2cc(-c3cn(-c4ccccc4)nc3-c3ccc(OCc4ccccc4)cc3)on2)cc1
  110, /, 99, /, 100, 101, 91, /
Cn1cc(/C=N/Nc2ccc(Br)cn2)c2ccccc21
  82, 108, 105, 115, 111, 106, 102, 93
Cc1cccn2c(=S)[nH]nc12
  103, 108, 105, 104, 104, 109, 107, 105
S=c1nc(-c2ccccc2)c(-c2ccccc2)n[nH]1
  118, 109, 103, 106, 113, 90, 89, 86
O=C(CCC1CCCCC1)OC1CCCCC1
  105, 111, 99, 107, 116, 104, /, 100
COc1ccc(C(=O)c2oc3nc(-c4cnccn4)cc(-c4cccs4)c3c2N)cc1
  101, 109, 98, 109, 105, 103, 112, 107
Clc1ccc(SCc2cccc3ccccc23)cc1
  71, 95, 106, 111, 98, 109, 66, 85
COC(=O)c1cc(CN(C)C)c(O)c(CN(C)C)c1
  105, 104, 101, 109, 101, 109, /, 108

# Next part.
# Fields: EKVX, UACC-257, SK-MEL-5, SK-MEL-28, A549/ATCC, M14, HOP-92, UACC-62
COc1ccc(-c2cc(C(=O)Nc3nc4cc(C)c(C)cc4s3)nc3cc(-c4ccccc4)nn23)cc1OC
  107, 93, 110, 94, 94, 103, /, 107
CCOC(=O)/C=c1\sc2n(c1=O)C1C(NN=2)N(CC)C(=O)N1c1ccccc1 (stereo not drawn)
  105, 104, 102, 109, 103, 102, 107, 104
CC(=O)OC(OC(C)=O)c1ccc([N+](=O)[O-])cc1Cl
  /, 105, 94, 96, 96, 99, /, 103
COc1ccc(C2=NN(c3ccccc3)C(c3ccc(OCc4ccc(F)cc4)c(OC)c3)C2)cc1OC (stereo not drawn)
  90, 99, /, 107, 94, 91, 90, 82
CCCCn1c(=O)c(/C=C/c2cc(/C=C/c3cc4cc(Cl)ccc4n(CCCC)c3=O)n(-c3ccc(F)cc3)n2)cc2cc(Cl)ccc21
  94, 94, 105, 106, 91, 94, 105, 100
COc1cc(C(=O)n2nc(NCCCc3ccccc3)c3cc(N)ccc32)cc(OC)c1OC
  87, 120, 89, 96, 93, 94, 89, 92
Cn1cnc([N+](=O)[O-])c1Sc1ncn[nH]1
  101, 4.4*, 104, 104, 99, 96, 101, 108
COc1ccc(-c2c(C#N)cnc(N)c2-c2nc3ccccc3s2)c(OC)c1
  92, 123, 100, 99, 101, 100, 90, 96
O=C(CSc1ncccc1C(=O)O)Nc1ccc(Oc2ccccc2)cc1
  /, 100, /, 105, 98, 99, 102, 116
S=c1cnc2ccccc2[nH]1
  107, 99, 98, 108, 94, 89, 79, 99
CC(/C=N/NC(=O)c1cnccn1)=N/NC(=O)c1cnccn1
  94, 114, 94, 107, 104, 97, 109, 91
O=C1C=CC(O)=CC1=P(c1ccccc1)(c1ccccc1)c1ccccc1
  94, /, 96, 102, /, 100, /, 84
COc1ccc([C@@H]2c3[nH]c4ccccc4c3C[C@H]3C(=O)N(C4CCN(Cc5c(Cl)cccc5Cl)CC4)CC(=O)N23)c(OC)c1
  70, 104, 97, 105, 86, /, 98, 80
CC1=C(C)C(=O)C(N2CCC3(CC2)OCCO3)=CC1=O
  92, 101, 97, 128, 99, 95, 118, 108
Cc1nc2c(n1C)CN(C(=O)Nc1nc(-c3ccc(F)cc3)ccc1N)C2
  54, 81, 102, 92, 98, 86, 102, 74
COc1ccc(C/C(C)=C(\c2ccc(O)cc2)c2ccc(OCCN3CCCC3)cc2)cc1
  101, 99, 111, 97, 98, 95, 104, 102
CCC1=Cc2cc(Cl)ccc2OC12C=Cc1cc(Cl)ccc1O2 (stereo not drawn)
  106, 112, 102, 116, 104, 109, 115, 94
Nc1nc(Nc2ccccc2)nn1Cc1cc(F)cc(F)c1
  106, 109, 107, 117, 106, 107, 89, 95
O=C1Nc2ccccc2SC1C1SC(=S)N(Cc2ccccc2)C1=O (stereo not drawn)
  105, 88, 96, 59, 93, 94, 53, 98
COc1ccc(C(=O)/C=C/c2ccc(/C=C/c3ccc(Cl)cc3)cc2)cc1
  /, 100, 106, 104, 100, 101, 102, 93
CN(C)c1ccc(C2CC(c3cccs3)=NN2c2ccc(S(N)(=O)=O)cc2)cc1 (stereo not drawn)
  /, 70, 85, 81, 78, 98, 71, 70
COc1ccc(C2CN=NC2C(=O)c2ccccc2)cc1 (stereo not drawn)
  89, 90, 109, 119, 91, 148, 93, 85
C/C(=N/NC(=S)NC1CCCCC1)c1sc(Nc2ccc(Cl)cc2)nc1C
  80, 93, 95, 97, 91, 96, 89, 70
O=C(O)c1ccccc1C(=O)OC1CCCC2CCCC21 (stereo not drawn)
  92, 105, 104, 109, 101, 115, /, 97
CCCCCCCCCCCCCCCCNC(=O)Nc1ccc(Br)cc1
  110, 79, 103, 107, 95, /, 101, 105
O=c1nc(N2CCOCC2)oc2c(-c3cccc4c3sc3ccccc34)cccc12
  72, 95, 83, 103, 77, 97, 46, 54
C1COC2(CCC3(CC2)OCCO3)O1
  /, 104, 108, 110, 97, 99, /, 98
O=C(/C=C/c1ccc(Br)cc1)c1ccccc1
  109, 84, 95, 109, 73, 88, 96, 92
CCOC(=O)c1cn2c3c(cc(OC)cc3c1=O)C(=O)CC2
  106, 93, 103, 106, 95, 103, 95, 92
O=C(c1cc2n(n1)CC(c1ccccc1)N2)N1CCOCC1 (stereo not drawn)
  109, 90, 98, 103, 99, 99, 106, 98

# Random excerpt: 2 compounds from above.
# Fields: EKVX, UACC-257, SK-MEL-5, SK-MEL-28, A549/ATCC, M14, HOP-92, UACC-62
COc1ccc(/C=C/C(=O)c2ccc(OC)c(S(N)(=O)=O)c2)cc1
  92, 86, 95, 101, 74, 84, 58, 72
COc1ccc(C(=O)/C=C/c2ccc(/C=C/c3ccc(Cl)cc3)cc2)cc1
  /, 100, 106, 104, 100, 101, 102, 93

# Next section.
# Fields: EKVX, UACC-257, SK-MEL-5, SK-MEL-28, A549/ATCC, M14, HOP-92, UACC-62
O=C(Nc1nc(-c2ccc(Cl)cc2)cs1)c1ccc(O)c(O)c1
  /, 60, 29, 82, 30, 54, /, /
CCOC(=O)c1cc(C(=O)c2cc(OC)cc(OC)c2)n2nc(-c3ccc(Cl)cc3)ccc12
  117, 85, 101, 113, 89, 98, 91, 92
CC(SC(C)C(=O)N/N=C/c1c[nH]c2ccccc12)C(=O)N/N=C\c1c[nH]c2ccccc12 (stereo not drawn)
  118, 110, 103, 120, 111, 96, /, 92
O=C1c2c(c3c4ccccc4[nH]c3c3ccc4ccccc4c23)C(=O)N1CCN1CCNCC1
  85, 109, 73, 100, -21*, 6.2*, 78, 82
CC(=O)N1N=C(c2ccc(C(F)(F)F)cc2)CC1c1ccc2c(c1)OCO2 (stereo not drawn)
  81, 102, 95, 95, 91, 70, 78, 65
O=C1/C(=C/C=C/c2ccco2)SC(=S)N1c1ccc(Cl)cc1
  93, 95, 99, 95, 98, 96, 81, 93
CC1=CC(=O)C2=C(C)CC(OC(=O)c3ccccc3)[C@@H]3[C@H](OC(=O)[C@@H]3C)[C@@H]12 (stereo partly drawn)
  102, 106, 88, 102, 97, /, 111, 83
O=c1[nH]c(-c2ccc(Cl)cc2)nc2sc3c(c12)CCCC3
  /, 103, 76, 107, 96, 68, /, 56
COC(=O)C1=C(C(=O)c2ccc(OC)cc2)C(c2ccccc2)C(C#N)=C(N)O1 (stereo not drawn)
  103, 99, 104, 111, 103, 114, 119, 98
CSc1ccc2c(c1)c(CCN)c(C)n2Cc1ccc(Cl)c(Cl)c1
  -87*, -73*, -95*, -66*, -78*, -85*, -92*, -90*
O=C1NC(=O)C(Cc2ccccc2)N1 (stereo not drawn)
  99, 105, 103, 106, 102, 105, 104, 94
C=C(Cl)CN(CC)CCO
  /, 83, 100, 104, 97, 100, 79, 103
CCCC(=O)Oc1nc2[nH]c(=O)sc2c(C)c1CCC
  101&90, 113&100, 101&98, 119&101, 115&105, 104&97, 104&86, 110&100
CCOC(=O)c1c(Cc2[nH]c(C=O)c(C)c2OC(=O)CC)[nH]c(C=O)c1C
  65, 95, 76, 92, 76, 78, 71, 65
CSCC[C@H](N)C(=O)O
  100, 100, 102, 108, 95, 98, 89, 99
COc1ccc2[nH]c(=O)c(CSc3ccc(Nc4nccc(-c5ccc6ccccc6c5)n4)cc3)cc2c1
  99, 117, 96, 111, 102, 123, 113, 112
O=C1CCC23OC=CC2C(O)c2ccccc2N13 (stereo not drawn)
  99, 103, 114, 111, 101, 95, 98, 97

# Sorted by molecular weight (smallest number first): part of the list above.
# Fields: EKVX, UACC-257, SK-MEL-5, SK-MEL-28, A549/ATCC, M14, HOP-92, UACC-62
CSCC[C@H](N)C(=O)O
  100, 100, 102, 108, 95, 98, 89, 99
C=C(Cl)CN(CC)CCO
  /, 83, 100, 104, 97, 100, 79, 103
O=C1CCC23OC=CC2C(O)c2ccccc2N13 (stereo not drawn)
  99, 103, 114, 111, 101, 95, 98, 97
O=C(/C=C/c1ccc(Br)cc1)c1ccccc1
  109, 84, 95, 109, 73, 88, 96, 92
O=C(c1cc2n(n1)CC(c1ccccc1)N2)N1CCOCC1 (stereo not drawn)
  109, 90, 98, 103, 99, 99, 106, 98
CCOC(=O)c1cn2c3c(cc(OC)cc3c1=O)C(=O)CC2
  106, 93, 103, 106, 95, 103, 95, 92
O=c1[nH]c(-c2ccc(Cl)cc2)nc2sc3c(c12)CCCC3
  /, 103, 76, 107, 96, 68, /, 56
O=C(Nc1nc(-c2ccc(Cl)cc2)cs1)c1ccc(O)c(O)c1
  /, 60, 29, 82, 30, 54, /, /
O=C1/C(=C/C=C/c2ccco2)SC(=S)N1c1ccc(Cl)cc1
  93, 95, 99, 95, 98, 96, 81, 93
CC1=CC(=O)C2=C(C)CC(OC(=O)c3ccccc3)[C@@H]3[C@H](OC(=O)[C@@H]3C)[C@@H]12 (stereo partly drawn)
  102, 106, 88, 102, 97, /, 111, 83
CCOC(=O)c1c(Cc2[nH]c(C=O)c(C)c2OC(=O)CC)[nH]c(C=O)c1C
  65, 95, 76, 92, 76, 78, 71, 65
CC(=O)N1N=C(c2ccc(C(F)(F)F)cc2)CC1c1ccc2c(c1)OCO2 (stereo not drawn)
  81, 102, 95, 95, 91, 70, 78, 65
COC(=O)C1=C(C(=O)c2ccc(OC)cc2)C(c2ccccc2)C(C#N)=C(N)O1 (stereo not drawn)
  103, 99, 104, 111, 103, 114, 119, 98
O=C1c2c(c3c4ccccc4[nH]c3c3ccc4ccccc4c23)C(=O)N1CCN1CCNCC1
  85, 109, 73, 100, -21*, 6.2*, 78, 82
CC(SC(C)C(=O)N/N=C/c1c[nH]c2ccccc12)C(=O)N/N=C\c1c[nH]c2ccccc12 (stereo not drawn)
  118, 110, 103, 120, 111, 96, /, 92
CCOC(=O)c1cc(C(=O)c2cc(OC)cc(OC)c2)n2nc(-c3ccc(Cl)cc3)ccc12
  117, 85, 101, 113, 89, 98, 91, 92
COc1ccc2[nH]c(=O)c(CSc3ccc(Nc4nccc(-c5ccc6ccccc6c5)n4)cc3)cc2c1
  99, 117, 96, 111, 102, 123, 113, 112
